HttQ103 aggreg: mutant huntingtin aggregation inhibition | Potency, µM (highest dose often 46.1 µM), for inactives: top-dose activity change, negative = inhibition, most hits filed as inhibitors | 220,000 compounds, 1.1% hits | AID 1688 | PC12 HttQ103-GFP aggregates, Acumen cytometry, 40 h; further: potency means the concentration at half of the fitted maximal effect; on the % scale 0 is the no-effect control and ±100 the full control effect; nearly all actives have a fitted effect of over 60% in size
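Quantitative HTS on tebufenozide-induced (100 nM) PC12 cells stably expressing polyQ103 Huntingtin exon 1–GFP. Reduction of bright GFP aggregates, detected by laser scanning cytometry after lysis, identified actives across the titration.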
Epigenetic derep: regulators of epigenetic silencing causing reporter derepression in mouse cells. murine LDR cells, GFP reporter derepression, 30 h. Potency, µM (doses to about 53.9 µM), inactives show at the highest dose GFP activation, most hits filed as activators. 280,000 compounds, 0.2% hits; further: potency means the concentration at half of the fitted maximal effect; % of control where 0% means no effect; nearly all actives have a fitted effect of over 60% in size
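Murine LDR cells bearing a silenced CMV-driven GFP reporter were exposed to compound for 30 h at 37 C. After PBS washes, GFP-positive cells (20-120 um objects) counted by laser-scanning microplate cytometry.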
KinaseGlo FLuc: blocks Kinase-Glo luciferase, a counter-screen artifact. Q27757. Kinase-Glo luciferase, ATP luminescence, 8 min. Potency, µM (highest dose often 38.3 µM), for inactives: at the top dose activity change, negative = inhibition, most hits filed as inhibitors. 200,000 compounds, 0.28% hits; further: potency means the concentration at half of the fitted maximal effect; on the % scale 0 is the no-effect control and ±100 the full control effect; nearly all actives have a fitted effect of over 60% in size
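Compound is pinned into ATP-containing buffer (10 uM ATP, imidazole pH 7.2, 7 mM MgCl2). Kinase-Glo luciferase reagent is then added. Light output is recorded following an 8-min room-temperature incubation.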
L3MBTL1 inh: blocks human L3MBTL1 | Potency, µM (doses to about 57.1 µM), without a hit: top-dose activity, negative = inhibition, hits mostly inhibitors | 230,000 compounds, 0.66% hits | AID 485360 | Q9Y468 | AlphaScreen L3MBTL1–H3K9me1 peptide binding; further: potency means the concentration at half of the fitted maximal effect; on the % scale 0 is the no-effect control and ±100 the full control effect; nearly all actives have a fitted effect of over 60% in size
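AlphaScreen proximity signal between nickel-chelate acceptor and streptavidin donor beads (final 10 ug/mL) reports binding of 50 nM L3MBTL1 to 75 nM biotin-H3 K9me1 peptide; complex incubated with compounds 30 min at room temperature; cefsulodin titration as control.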
NPSR antag: blocks cAMP signaling of the human neuropeptide S receptor; Q6W5P4; CHO-NPSR cells, cAMP TR-FRET, antagonist mode; Potency, µM (highest dose often 38.3 µM), without a hit: at the highest dose activity change, negative = inhibition, actives largely listed as inhibitors; 220,000 compounds, 1% hits; AID 1461; further: potency means the concentration at half of the fitted maximal effect; on the % scale 0 is the no-effect control and ±100 the full control effect; nearly all actives have a fitted effect of over 50% in size; many of its hits are not listed in these tables
Target sequence (Q6W5P4 whole entry, looked up): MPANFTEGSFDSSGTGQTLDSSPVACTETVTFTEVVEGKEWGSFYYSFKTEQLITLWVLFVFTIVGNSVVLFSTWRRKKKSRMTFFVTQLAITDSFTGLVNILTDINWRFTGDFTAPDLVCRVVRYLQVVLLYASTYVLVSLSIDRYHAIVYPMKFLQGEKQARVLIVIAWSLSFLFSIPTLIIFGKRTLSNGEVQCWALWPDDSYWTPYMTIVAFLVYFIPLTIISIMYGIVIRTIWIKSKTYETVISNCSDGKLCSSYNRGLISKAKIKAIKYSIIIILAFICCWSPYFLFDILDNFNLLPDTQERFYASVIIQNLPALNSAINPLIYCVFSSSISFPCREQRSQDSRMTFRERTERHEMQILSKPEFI
CBFb-RUNX1 inh: blocks binding between human CBF-beta and RUNX1 | Potency, µM (top dose mostly 59.8 µM), without a hit: at the top dose activity, negative = inhibition, hits mostly inhibitors | Q01196+Q13951 | AlphaScreen CBFb-His/RUNX1-biotin binding, biochemical | 230,000 tested, under 10 active; further: % of control where 0% means no effect
Target sequence (Q01196 whole entry, looked up): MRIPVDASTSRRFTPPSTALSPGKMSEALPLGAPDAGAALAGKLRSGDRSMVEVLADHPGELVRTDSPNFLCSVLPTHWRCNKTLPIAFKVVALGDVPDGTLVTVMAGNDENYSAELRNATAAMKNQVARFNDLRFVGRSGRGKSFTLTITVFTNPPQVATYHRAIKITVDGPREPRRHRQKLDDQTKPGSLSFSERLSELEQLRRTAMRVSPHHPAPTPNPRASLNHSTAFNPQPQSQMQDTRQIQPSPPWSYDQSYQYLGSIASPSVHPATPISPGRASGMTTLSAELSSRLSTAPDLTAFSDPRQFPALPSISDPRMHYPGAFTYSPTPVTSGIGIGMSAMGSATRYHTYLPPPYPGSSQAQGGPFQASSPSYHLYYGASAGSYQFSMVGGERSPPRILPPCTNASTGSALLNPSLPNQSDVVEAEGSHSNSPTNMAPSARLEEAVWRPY
Target sequence (Q13951 whole entry, looked up): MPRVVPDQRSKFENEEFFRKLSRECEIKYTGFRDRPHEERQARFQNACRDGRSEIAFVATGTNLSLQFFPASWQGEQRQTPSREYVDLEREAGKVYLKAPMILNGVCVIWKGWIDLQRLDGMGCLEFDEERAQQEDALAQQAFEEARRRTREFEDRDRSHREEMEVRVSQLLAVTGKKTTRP
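CBF-beta (His) and RUNX1 (biotin), 30 nM each; 20 min preassociation; + compound, 15 min; + beads 50 ng each (Ni, streptavidin), 90 min; RT; AlphaScreen read.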
IMPase Li inh: cell-permeable IMPase inhibitors with lithium potentiation; 210,000 compounds, 0.35% hits; CHO-M1 cells, IP1 TR-FRET (IP-One), carbachol + lithium; Potency, µM (highest dose often 59.4 µM), inactives show at the top dose activity, negative = IMPase inhibition, usual class: inhibitors;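 further: IP1 builds up when IMPase is blocked and the TR-FRET signal falls; potency means the concentration at half of the fitted maximal effect; plate controls were basal vehicle for no effect and high inhibitor control for full effect; nearly all actives have a fitted effect of over 50% in size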
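CHO cells stably expressing M1 receptor (2000/well, cultured 16–30 h) treated 30 min at 37C with compound plus low lithium. Cytosolic IP1 by TR-FRET (665/620 ratio and 620 channel) after 10 min lysis; AC50 by Hill fit.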
Active calls of the source: *; [ ] = another dose, or the depositor's remark. The call rests on the fitted dose curve; in most records, active means well fitted curve in the direction sought with a large enough effect; inconclusive means small, poorly fitted or top-dose-only effect, or another doubt; inactive means no such curve, though single readings can be large; an effect the other way counts as inactive or inconclusive. Only part of the results is shown. The share of hits here may be higher or lower than overall.

Cc1nc(Cl)c(S(N)(=O)=O)c(C)c1Cl was read as HttQ103 aggreg -11%, Epigenetic derep -1.6%, KinaseGlo FLuc 0%, NPSR antag 17%, CBFb-RUNX1 inh 5% and IMPase Li inh -6%.
For Cc1cc(NC(=O)CSc2nc3ccccc3n2CC(=O)N2CCC(C)CC2)no1 the results were HttQ103 aggreg -7%, Epigenetic derep 2.0%, KinaseGlo FLuc -2%, L3MBTL1 inh -2%, NPSR antag -13%[46.1 µM], CBFb-RUNX1 inh -14% and IMPase Li inh 11%.
For COc1ccc(C(=O)Cn2c(Br)nc3c2c(=O)n(C)c(=O)n3C)cc1 the results were HttQ103 aggreg inconclusive, Epigenetic derep 1.0%, KinaseGlo FLuc 1%, L3MBTL1 inh 2%, NPSR antag 4%[46.1 µM], CBFb-RUNX1 inh 2% and IMPase Li inh 4%[38.3 µM].
CCN1CCN(C(=S)c2ccc(-c3ccccc3)cc2)CC1 was read as HttQ103 aggreg 14%, Epigenetic derep -5.1%, KinaseGlo FLuc 0%, L3MBTL1 inh -16%, NPSR antag -8%, CBFb-RUNX1 inh -6% and IMPase Li inh 14%.
`COc1ccc(-n2cc(CNCCCn3ccnc3)c(-c3ccccc3Cl)n2)cc1` gave HttQ103 aggreg -1%[9.22 µM], Epigenetic derep 0.0%, KinaseGlo FLuc -1%, L3MBTL1 inh -28%, NPSR antag -8%, CBFb-RUNX1 inh -15% and IMPase Li inh 12%.
COc1ccccc1Nc1ccc([N+](=O)[O-])cn1 was read as HttQ103 aggreg -9%[9.22 µM], Epigenetic derep 0.9%, KinaseGlo FLuc -3%, L3MBTL1 inh 1%, NPSR antag 0%, CBFb-RUNX1 inh -3% and IMPase Li inh -5%.
`Cc1cc(C)c(N=C2SCC(=O)N2Cc2ccco2)c(C)c1` gave HttQ103 aggreg 16%[9.22 µM], Epigenetic derep 0.0%, L3MBTL1 inh -10%, NPSR antag -16% and CBFb-RUNX1 inh 1%.
Screening COc1ccccc1/C=N/NC(=O)c1ccccc1Cl returned HttQ103 aggreg 1%, Epigenetic derep 1.3%, KinaseGlo FLuc -2%, NPSR antag 17%, CBFb-RUNX1 inh 4% and IMPase Li inh -4%.
Cc1ccc(N2CC(c3nc4ccccc4n3C)CC2=O)cc1 (configuration not stated) was read as HttQ103 aggreg 13%[9.22 µM], Epigenetic derep 0.1%, L3MBTL1 inh -5%, NPSR antag 2% and CBFb-RUNX1 inh 3%.
Screening CCN(CC)C(=O)Cn1c(=O)n(-c2ccc(CC(=O)NCc3ccccc3)cc2)c(=O)c2sccc21 returned HttQ103 aggreg -9%, Epigenetic derep 0.9%, KinaseGlo FLuc 0%, NPSR antag 21%, CBFb-RUNX1 inh 4% and IMPase Li inh -3%.
For O=C(c1ccc(O)cc1)c1ccc(Cl)cc1 the results were HttQ103 aggreg -2%, Epigenetic derep 0.0%, KinaseGlo FLuc 0%, L3MBTL1 inh 4%, NPSR antag -2%[46.1 µM], CBFb-RUNX1 inh 5% and IMPase Li inh 3%[38.3 µM].
For Cc1ccc(/C=C/C(=O)OCC(=O)NCCN2C(=O)CSC2=O)cc1 the results were HttQ103 aggreg -5%, Epigenetic derep 0.0%, KinaseGlo FLuc 0%, NPSR antag 4%, CBFb-RUNX1 inh -4% and IMPase Li inh 3%.
NC(N)=NS(=O)(=O)c1ccc(N/C=C\C(=O)c2ccncc2)cc1 was read as HttQ103 aggreg 10%[9.22 µM], Epigenetic derep 1.1%, KinaseGlo FLuc -1%, L3MBTL1 inh -9%, NPSR antag -9%, CBFb-RUNX1 inh 11% and IMPase Li inh 5%.
Screening COc1ccc(N(CC(=O)Nc2c(C)n(C)n(-c3ccccc3)c2=O)S(=O)(=O)c2ccc(C)cc2)cc1 returned HttQ103 aggreg -4%[9.22 µM], Epigenetic derep 5.3%, KinaseGlo FLuc 1%, L3MBTL1 inh 0%, NPSR antag -24%, CBFb-RUNX1 inh 5% and IMPase Li inh 11%.
`O=C(c1ccc(F)cc1)C(C(=O)N1CCCCC1)n1ccccc1=O` (configuration not stated) gave HttQ103 aggreg -7%[9.22 µM], Epigenetic derep 0.4%, KinaseGlo FLuc -1%, L3MBTL1 inh 6%, NPSR antag -5%, CBFb-RUNX1 inh 0% and IMPase Li inh 6%.
Screening CCOC(=O)CSc1nnc(CNc2ccccc2Cl)n1-c1ccccc1 returned HttQ103 aggreg 18%, Epigenetic derep -5.4%, KinaseGlo FLuc 0%, L3MBTL1 inh 3%, NPSR antag -10%[46.1 µM], CBFb-RUNX1 inh 6% and IMPase Li inh -3%[38.3 µM].
`CC(=O)NCCn1ccc2ccccc21` gave HttQ103 aggreg 18%, Epigenetic derep 0.0%, KinaseGlo FLuc 0%, L3MBTL1 inh -1%, NPSR antag 2%[46.1 µM], CBFb-RUNX1 inh 0% and IMPase Li inh 33%[38.3 µM].
COc1ccc(-c2c[n+]3c4n2CCCCC4=C(c2ccc(Br)cc2)C3)cc1 was read as HttQ103 aggreg inconclusive, Epigenetic derep 5.7%, KinaseGlo FLuc 0%, L3MBTL1 inh -11%, NPSR antag inconclusive, CBFb-RUNX1 inh -28% and IMPase Li inh 4%[38.3 µM].
Screening C[C@@H]1CN(C(=O)c2nc3ccc(Cl)cn3c2CNCC[C@@H]2C[C@@H]3C=C[C@H]2C3)C[C@H](C)O1 returned HttQ103 aggreg 19%, Epigenetic derep -0.6%, L3MBTL1 inh 4%, NPSR antag -7% and CBFb-RUNX1 inh 1%.
`CCOc1ccc(N/C=C/C(=O)c2ccccc2)c([N+](=O)[O-])c1` gave HttQ103 aggreg inconclusive, Epigenetic derep -1.0%, KinaseGlo FLuc 11µM*, L3MBTL1 inh -26%, NPSR antag -7%, CBFb-RUNX1 inh inconclusive and IMPase Li inh 1%.

Brought forward from above: 2 compounds, followed by the next part.
Screening C[C@@H]1CN(C(=O)c2nc3ccc(Cl)cn3c2CNCC[C@@H]2C[C@@H]3C=C[C@H]2C3)C[C@H](C)O1 returned HttQ103 aggreg 19%, Epigenetic derep -0.6%, L3MBTL1 inh 4%, NPSR antag -7% and CBFb-RUNX1 inh 1%.
`CCOc1ccc(N/C=C/C(=O)c2ccccc2)c([N+](=O)[O-])c1` gave HttQ103 aggreg inconclusive, Epigenetic derep -1.0%, KinaseGlo FLuc 11µM*, L3MBTL1 inh -26%, NPSR antag -7%, CBFb-RUNX1 inh inconclusive and IMPase Li inh 1%.
`O=C(CSC1=NCCS1)Nc1ccccc1F` gave HttQ103 aggreg 3%, Epigenetic derep -1.5%, KinaseGlo FLuc -22%, L3MBTL1 inh -1%, NPSR antag -10%[46.1 µM], CBFb-RUNX1 inh -7% and IMPase Li inh -14%[38.3 µM].
For CCOC(=O)N1CCN(C(=O)c2cccc(OC)c2OC)CC1 the results were HttQ103 aggreg -17%, Epigenetic derep 0.9%, KinaseGlo FLuc -1%, L3MBTL1 inh 2%, NPSR antag -3%[46.1 µM], CBFb-RUNX1 inh 2% and IMPase Li inh 32%[activator][38.3 µM].
c1ccc(-c2ccccc2OCCCN2CCOCC2)cc1 was read as HttQ103 aggreg -7%[9.22 µM], Epigenetic derep -5.1%, KinaseGlo FLuc 2%, L3MBTL1 inh -13%, NPSR antag 9%, CBFb-RUNX1 inh 1% and IMPase Li inh 11%.
Screening COc1ccc(/C=C2/SC(=S)N(n3c(C)ccc3C)C2=O)cc1 returned HttQ103 aggreg -5%[9.22 µM], Epigenetic derep 3.9%, KinaseGlo FLuc 6%, NPSR antag -14%[46.1 µM], CBFb-RUNX1 inh -6% and IMPase Li inh 31%[activator][38.3 µM].
`CCOC(=O)c1ccc(NC2OC(=O)c3ccccc32)cc1` (configuration not stated) gave HttQ103 aggreg 12%, Epigenetic derep -1.1%, KinaseGlo FLuc 1%, L3MBTL1 inh -1%, NPSR antag -7%[46.1 µM], CBFb-RUNX1 inh 8% and IMPase Li inh 3%.
For CC(=O)Nc1ccc(-c2nn[nH]n2)cc1 the results were HttQ103 aggreg -15%[9.22 µM], Epigenetic derep 1.1%, NPSR antag 19% and CBFb-RUNX1 inh 3%.
`CC(=O)/C(N=Nc1c(C)n(C)n(-c2ccccc2)c1=O)=C(\C)O` gave HttQ103 aggreg 1%, Epigenetic derep -0.4%, KinaseGlo FLuc -3%, L3MBTL1 inh -13%, NPSR antag -10%, CBFb-RUNX1 inh -26% and IMPase Li inh -1%.
Screening Cc1cc(NC(=O)NC2CC(=O)N(c3ccc4c(c3)OCCO4)C2)no1 (configuration not stated) returned HttQ103 aggreg 0%, Epigenetic derep -0.1%, KinaseGlo FLuc -9%, NPSR antag 11%, CBFb-RUNX1 inh 9% and IMPase Li inh -1%.
Screening O=C(Nc1ccccc1NC(=O)c1c(F)c(F)c(F)c(F)c1F)c1c(F)c(F)c(F)c(F)c1F returned HttQ103 aggreg inconclusive, Epigenetic derep 1.8%, KinaseGlo FLuc -1%, L3MBTL1 inh 6%[11.4 µM], NPSR antag -2%[46.1 µM], CBFb-RUNX1 inh 5% and IMPase Li inh 20%[38.3 µM].
Screening CCC(=O)N1CCN(c2ccc(NC(=O)c3cccs3)cc2)CC1 returned HttQ103 aggreg -5%, Epigenetic derep 1.0%, KinaseGlo FLuc 0%, L3MBTL1 inh 3%, NPSR antag -21%[46.1 µM], CBFb-RUNX1 inh -1% and IMPase Li inh 11%[38.3 µM].
Screening O=C(CCOc1ccccc1)Nc1ccc([N+](=O)[O-])cc1 returned HttQ103 aggreg 16%, Epigenetic derep -1.4%, KinaseGlo FLuc 0%, L3MBTL1 inh -15%, NPSR antag -18%, CBFb-RUNX1 inh 14% and IMPase Li inh 7%.
Cc1ccc(NC(=O)Nc2cc(C)on2)cc1 was read as HttQ103 aggreg 2%, Epigenetic derep 0.0%, KinaseGlo FLuc -3%, L3MBTL1 inh inconclusive, NPSR antag 11%, CBFb-RUNX1 inh -5% and IMPase Li inh 16%.
Screening Cc1sc2nc(SCC(=O)Nc3ccc(S(=O)(=O)NCCCC(=O)O)cc3)[nH]c(=O)c2c1C returned HttQ103 aggreg -13%, Epigenetic derep 0.9%, NPSR antag 11%, CBFb-RUNX1 inh -1% and IMPase Li inh -7%.
CC1C=CCC2C(=O)N(c3cccc(C(=O)N4CCN(c5ccc(F)cc5)CC4)c3)C(=O)C12 (configuration not stated) was read as HttQ103 aggreg -4%, Epigenetic derep -1.2%, KinaseGlo FLuc -6%, L3MBTL1 inh 4%, NPSR antag -5%[46.1 µM], CBFb-RUNX1 inh 7% and IMPase Li inh 3%[38.3 µM].
O=C(CCCNC(=O)/C(=C/c1ccccc1F)NC(=O)c1ccccc1)OCc1ccccc1 was read as HttQ103 aggreg -1%, Epigenetic derep -1.9%, KinaseGlo FLuc 1%, L3MBTL1 inh 8%, NPSR antag 4%, CBFb-RUNX1 inh -12% and IMPase Li inh 12%.
